# T cell modulator = T cell immune modulators affecting CD8 T cell-vesicle binding; calls only at 7 µM; AID 2052; actives 0.068% (n = 330,000); 2C CD8+ T cell-vesicle binding, flow cytometry; stronger effect = lower value;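 active = response, share of CD8 T cells binding vesicles, and their 90th percentile fluorescence all below set limits, cut at about 80% in these data, passing the limit was not always enough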
#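 Assay system: 2C TCR transgenic mouse naive CD8+ T cells, MACS-purified | Read-out: CD8+ gate FL2 mean fluorescence as % of same-row positive control | Signal: High-throughput flow cytometry with anti-B7-1 and anti-CD8 staining | Timing: Binding step 1.5 h, 37 °C, antibody labelling 20 min, ice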
# GPR55 activation = selective activators of receptor GPR55 – imaging, U2OS cells, beta-arrestin-GFP redistribution, primary screen (AID 1961); U2OS GPR55 beta-arrestin-GFP redistribution imaging; higher % means a stronger effect; activation, % at 10 µM; hits with a dose series show EC50 in µM; actives 0.048% (n = 290,000);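 active = activation above 40% with more than 50 cells counted in the well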;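 also: U2OS osteosarcoma cells stably expressing GPR55 and beta-arrestin-GFP; plate controls were DMSO negative control for no effect and LPI positive control for full effect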
# GPR55 LPI antagonism = GPR55 antagonists blocking LPI-driven arrestin recruitment, primary screen, imaging, U2OS, beta-arrestin-GFP, LPI agonist (AID 2013); U2OS GPR55 beta-arrestin-GFP translocation imaging, LPI antagonism; higher % means a stronger effect; inhibition, % at 10 µM; hits with a dose series show IC50 in µM; actives 0.13% (n = 290,000);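 active = spots per cell inhibited over 60%, with over 100 cells counted and total cytoplasm intensity under 500,000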;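 also: U2OS cells stably carrying GPR55 and arrestin-GFP stimulated by 5 µM LPI near EC80; imaged beta-arrestin-GFP aggregate spots per cell after agonist stimulation; plate controls were LPI-stimulated DMSO wells for no effect and DMSO wells without LPI for full effect; some results filed as inactive read as strong as hits; confirmed hits need IC50 under 10 µM and bright autofluorescent wells are also inconclusive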
# SV40 large T antigen = TAg ATPase/helicase activity blockers – biochemical (AID 1903). SV40 large T antigen ATPase/helicase inhibition assay; higher % means a stronger effect. one-dose inhibition, % at 20 µM; IC50 in µM for titrated hits. actives 0.39% (n = 310,000); in the data active = a potency from the dose series; also: strong numbers were not always called active
# Rac1 GTP hydrolysis = MgcRacGAP GTPase-activating activity inhibitors, confirmation, biochemical, ADP Hunter fluorescence; AID 624330; MgcRacGAP-stimulated Rac1 GTP hydrolysis, ADP Hunter fluorescence; higher % means a stronger effect; GST-tagged Rac1 F28L mutant substrate; inhibition, % at 30 µM; hits with a dose series show IC50 in µM; actives 0.6% (n = 340,000);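 active = first-screen hits whose inhibition reached a set limit at any dose in the follow-up dose series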;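 also: fluorescence reports GDP produced by GAP-driven GTP hydrolysis; strong numbers were not always called active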
# Hep lipid drop = hepatic lipid droplet formation modulation; AML12 mouse hepatocytes, oleate lipid droplets, BODIPY imaging; inhibition, % at 6.5 µM; actives 0.4% (n = 240,000);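 active = lipid droplet intensity inhibited by at least 50%, with more than 500 cells counted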
#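 Material – AML12 mouse liver cells · Also added – oleate loading, 100 µM · Compound dosing – 6.5 µM single-point dosing · Times – overnight treatment with compound plus oleate · Measured by – fluorescence imaging, 20x objective, two fields per well · Read-out – percent inhibition of filter-corrected integrated lipid droplet intensity per well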
# NTR1 ag = NTR1-driven beta-arrestin-GFP spot formation – imaging, U2OS cells, high content, primary screen (AID 493036). P30989. agonist mode. activation, % at 20 µM. actives 0.17% (n = 330,000);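 active = activation at or above 40% of the spot to cytoplasm intensity ratio, with at least 20 cells analyzed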;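 also: 0% = DMSO without peptide and 100% = 100 nM NTR1 peptide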
# Target sequence (P30989 whole entry, looked up): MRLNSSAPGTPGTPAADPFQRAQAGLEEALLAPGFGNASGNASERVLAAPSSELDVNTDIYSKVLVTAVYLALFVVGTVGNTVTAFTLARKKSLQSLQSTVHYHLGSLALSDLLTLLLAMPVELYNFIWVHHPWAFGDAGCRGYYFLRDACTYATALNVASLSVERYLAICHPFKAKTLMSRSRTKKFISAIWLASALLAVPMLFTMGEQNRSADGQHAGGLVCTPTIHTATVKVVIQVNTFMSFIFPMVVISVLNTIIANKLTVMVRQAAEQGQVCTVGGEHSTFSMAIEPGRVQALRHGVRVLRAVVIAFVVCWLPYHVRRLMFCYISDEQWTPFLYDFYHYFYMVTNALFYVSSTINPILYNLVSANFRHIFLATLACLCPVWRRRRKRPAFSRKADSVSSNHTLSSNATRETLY
# GPR35 antagonists = inhibition of zaprinast-stimulated GPR35 beta-arrestin translocation – imaging, U2OS, beta-arrestin-GFP, zaprinast agonist, primary screen (AID 2058); U2OS GPR35 beta-arrestin-GFP translocation imaging, zaprinast antagonism; higher % means a stronger effect; one-dose inhibition, % at 10 µM; IC50 in µM for titrated hits; actives 0.052% (n = 290,000);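 active = inhibition of at least 50% with at least 30 cells and total cytoplasm GFP at most 10,000,000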
# LYP inhibition = PTPN22 lymphoid phosphatase activity blockers – biochemical, fluorescence intensity, uHTS (AID 1779) | recombinant LYP phosphatase, fluorescence intensity; higher % means a stronger effect | inhibition, % at 11.5 µM, or IC50 in µM where a hit was titrated | actives 0.054% (n = 290,000); in the data active = inhibition above about 50%;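 also: plate controls were vehicle with enzyme for no effect and no enzyme for full effect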
# Hep lipid drop cells 6.5 µM = second read-out of Hep lipid drop, no call of its own (marks repeat the call); cell count; measured here: cell count, cytotoxicity flag;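 cells counted across two imaged fields per well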
# T cell modulator vesicle-bound % = also measured in T cell modulator; calls as there; double positive events, %; measured here: CD8+ vesicle-bound cell fraction;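 binding gate set so that unloaded-vesicle control wells show 10% double positive cells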
# NTR1 ag cell count 20 µM = recorded beside NTR1 ag, whose call it bears; cell count; measured here: cell count, cytotoxicity flag
# Starred values were filed as active, the others as inactive; i = inactive; nt = not tested or not shown. Random draw from the library; 1.8% or so of the library scored in one or more.
mol	T cell modulator	LYP inhibition	Rac1 GTP hydrolysis	GPR35 antagonists	Hep lipid drop	GPR55 activation	Hep lipid drop cells 6.5 µM	NTR1 ag	T cell modulator vesicle-bound %	NTR1 ag cell count 20 µM	GPR55 LPI antagonism	SV40 large T antigen
O=C(C1CCN(Cc2ccc(F)cc2)CC1)N(CCO)Cc1ccccc1	i	-11%	12%	4%	-2	-0.1%	745	-1.0	17	71	-2%	8%
Cc1ccc(-c2c(C#N)c(N)nc3c2CCCCCC3)o1	i	0%	-3%	4%	nt	-0.1%	nt	0.3	52	42	8%	5%
CCC(=O)n1nc(-c2cccnc2)nc1NCc1ccc(OC)cc1	i	-6%	8%	1%	8	-0.1%	791	0.4	39	68	5%	-3%
Cc1ccccc1Cn1cc(NC(=O)c2nn(C)cc2Cl)cn1	i	60%*	15%	4%	-22	0.1%	709	2.5	45	64	16%	6%
CN(C)CCN(C)Cc1c2ccccc2c(CN(C)CCN(C)C)c2ccccc12	i	-5%	2%	9%	-26	0.0%	787	-0.1	6	49	10%	7%
COc1ccc(N2CC(NS(=O)(=O)c3cccs3)CC2=O)cc1 (stereo not given)	i	nt	4%	nt	nt	nt	nt	0.7	43	60	nt	4%
CCC(C)(C)NC(=O)C(c1cccc(OC)c1OC)N(Cc1ccccc1)C(=O)CCC(=O)Nc1cc(C)on1 (stereo not given)	i	-8%	-1%	-5%	2	0.1%	780	-0.2	48	50	1%	2%
CSc1ccc(Cl)c(C(=O)NCc2ccco2)c1	i	-9%	3%	8%	nt	-0.2%	nt	1.2	31	65	-4%	8%
CC1(C)Cc2c(c(=S)nc(-c3ccccc3)n2CCOCCO)CO1	i	-8%	7%	11%	nt	-0.2%	nt	-1.6	41	43	-3%	7%
CCOC(=O)NC(=O)/C(C=Nc1ccc(Cl)c(Cl)c1Cl)=C(\C)O	i	2%	2%	24%	23	-0.1%	707	-0.8	60	110	-6%	4%
O=C(CNC(=O)C(c1ccccc1)c1ccccc1)N/N=C/c1ccc(O)c([N+](=O)[O-])c1	i	2%	8%	-7%	-7	-0.3%	620	1.9	45	47	-9%	10%
O=C(NC(NC(=S)N1CCOCC1)C(Cl)(Cl)Cl)c1ccc(Cl)cc1 (stereo not given)	i	-5%	6%	-3%	14	-0.1%	758	5.3	42	38	-3%	4%
CSc1nnc(-c2cccc(NC(=O)c3ccccc3)c2)n1C	i	-6%	nt	3%	9	-0.2%	694	-1.1	49	53	-4%	4%
O=[N+]([O-])c1ccccc1N/N=C\c1ccccc1Cl	i	-5%	-1%	4%	59*	0.0%	669*	-5.0	27	73	18%	7%
CC(=O)Nc1ccc(NC(=O)C(C)OC(=O)c2cccc(S(=O)(=O)N3CCCCCC3)c2)cc1 (stereo not given)	i	nt	7%	nt	nt	nt	nt	-0.4	22	79	nt	14%
O=C(COC(=O)c1cncc(Br)c1)Nc1ccc2c(c1)OCO2	i	-1%	7%	-2%	27	0.1%	711	1.5	64	73	6%	-7%
CC(C)(C)OC(=O)N1CCC[C@H]1C(=O)N/N=C/c1cccc2cccnc12	i	-4%	2%	1%	-6	-0.1%	692	0.1	24	54	-11%	12%
c1ccc(-c2nnc(-c3ccccn3)c(-c3ccccn3)n2)nc1	i	-11%	nt	-6%	11	-0.2%	579	-1.0	1	33	-1%	2%
Cc1nc(-c2ccccc2)cn(O)c1=O	nt	-7%	-9%	-5%	4	0.4%	711	nt	nt	nt	6%	5%
CCCc1ccc2oc(C(=O)N3CCC(C(N)=O)(N4CCCCC4)CC3)c(C)c2c1	i	-7%	0%	-11%	11	-0.3%	675	8.0	1	65	-1%	14%
CC(C)CN(C(=O)COC(=O)c1ccccn1)c1c(N)n(Cc2ccccc2)c(=O)[nH]c1=O	i	nt	5%	nt	nt	nt	nt	-0.3	63	64	nt	4%
O=C(NC1CCc2ccccc21)c1cc(COc2c(F)cccc2F)on1 (stereo not given)	i	-2%	3%	-1%	-18	-0.3%	663	0.8	25	57	-4%	9%
COc1ccc2oc(C(=O)OCC(=O)NC(=O)c3ccccc3)c(C)c2c1	i	-8%	9%	3%	-1	0.3%	851	1.8	58	65	-1%	21%
O=C(N/N=C/c1ccc(OC(=O)c2ccccc2)cc1)c1ccc(CN2CCOCC2)cc1	i	-6%	8%	2%	nt	-0.1%	nt	-2.1	48	81	3%	1%
O=C(CN1CCC(C(O)(c2ccccc2)c2ccccc2)CC1)Nc1ccccc1	i	-2%	1%	10%	nt	-0.2%	nt	5.8	5	52	-8%	10%
Cc1ccc(Cl)cc1NC(=O)CCC(=O)O	i	-7%	-14%	-5%	10	0.1%	713	0.3	57	53	5%	6%
Cc1cccc(-n2ncc3c2CCCC3NC(=O)c2ccc[n+]([O-])c2)c1C (stereo not given)	i	-7%	6%	-3%	-1	0.8%	777	-0.4	32	48	-18%	8%
Cc1cc(NC(=O)c2ccc3c(c2)C(=O)N(C)C3=O)no1	i	-6%	3%	-3%	24	0.3%	733	-1.0	7	102	-11%	21%
O=C(NCc1ccccc1F)C1CCC(=O)N(Cc2ccc(Cl)cc2)C1 (stereo not given)	i	-9%	nt	-8%	4	0.2%	755	0.7	22	45	22%	10%
CCN(CC)C(=O)C1CCCN(Cc2cccc(Oc3ccccc3)c2)C1 (stereo not given)	i	0%	0%	-18%	2	0.8%	653	-0.3	30	48	12%	5%
COc1ccc2c(c1OC)C(=O)N1C2SC[C@H]1C(=O)NCCC(C)C (stereo not given in full)	i	-1%	2%	6%	nt	-0.2%	nt	-0.5	64	85	8%	1%
O=C(NCc1ccco1)C(c1ccccc1)N(C(=O)Cc1cccs1)c1ccccc1F (stereo not given)	i	4%	5%	-3%	nt	-0.1%	nt	-0.2	39	96	17%	15%
Cc1[nH]nc(SCC(=O)NCCc2ccccc2)c1[N+](=O)[O-]	i	-7%	14%	9%	-11	-0.1%	635	-0.4	39	40	1%	4%
C/C(=N\Nc1nc2ccccc2s1)c1ccc2c(c1)OCO2	i	-4%	8%	-12%	4	-0.4%	639	5.4	47	81	12%	4%
CC(=O)c1ccc(NC(=O)CCc2nnc3ccc(N4CCCC4)nn23)cc1	i	-8%	8%	8%	10	0.0%	718	-1.0	60	61	-2%	3%
CC(C)(C)n1nc2c(c1NC(=O)c1ccc([N+](=O)[O-])cc1)CS(=O)(=O)C2	i	-4%	-4%	7%	-1	-0.3%	734	-0.2	3	69	-3%	6%
Cc1ccccc1C(=O)Nc1cccc(NC(=O)Cn2cnc3c(=O)n(C)c(=O)n(C)c32)c1	i	-6%	11%	-9%	-34	-0.1%	453	-0.2	39	68	15%	1%
CSc1ccccc1NC(=O)Cc1ccccc1[N+](=O)[O-]	i	-11%	2%	14%	-5	0.2%	713	-0.6	25	42	-1%	10%
O=C(CCc1nc2ccccc2c(=O)[nH]1)OCC(=O)N1CCN(S(=O)(=O)c2ccccc2)CC1	i	-7%	3%	3%	nt	-0.1%	nt	1.2	40	53	-8%	5%
Cc1ccc(N/C(N)=N/c2nc(CSc3nnc(N)s3)cc(=O)[nH]2)cc1	i	-9%	-1%	10%	nt	0.4%	nt	1.1	56	71	0%	5%

# A second format for part of the listing above.
# Screens in order: T cell modulator, LYP inhibition, Rac1 GTP hydrolysis, GPR35 antagonists, Hep lipid drop, GPR55 activation, Hep lipid drop cells 6.5 µM, NTR1 ag, T cell modulator vesicle-bound %, NTR1 ag cell count 20 µM, GPR55 LPI antagonism, SV40 large T antigen
Cc1nc(-c2ccccc2)cn(O)c1=O
→ nt, -7%, -9%, -5%, 4, 0.4%, 711, nt, nt, nt, 6%, 5%
Cc1ccccc1Cn1cc(NC(=O)c2nn(C)cc2Cl)cn1
→ i, 60%*, 15%, 4%, -22, 0.1%, 709, 2.5, 45, 64, 16%, 6%

# Following part:
mol	T cell modulator	LYP inhibition	Rac1 GTP hydrolysis	GPR35 antagonists	Hep lipid drop	GPR55 activation	Hep lipid drop cells 6.5 µM	NTR1 ag	T cell modulator vesicle-bound %	NTR1 ag cell count 20 µM	GPR55 LPI antagonism	SV40 large T antigen
COc1ccc(-n2cc(CNCCc3ncc(C)[nH]3)c(-c3ccccc3Cl)n2)cc1	i	-9%	nt	25%	0	-0.1%	604	2.8	59	66	16%	9%
COc1ccc(OC)c(/C=N/NC(=O)c2cc[n+](CC(=O)c3ccccc3)cc2)c1	i	-3%	-11%	-4%	nt	-0.1%	nt	3.4	38	61	17%	10%
CCn1ccnc1CN(C)Cc1nc(-c2ccc3c(c2)OCO3)no1	i	-5%	7%	-2%	-2	-0.3%	746	1.7	43	58	6%	6%
COc1cccc(Oc2cc(Cl)nc(N)n2)c1	i	-11%	11%	21%	10	-0.3%	823	2.0	58	57	0%	7%
COc1cc(/C=C/C(=O)Nc2ccc(N3CCCCC3)c(S(=O)(=O)Nc3ccccc3Cl)c2)cc(OC)c1OC	i	7%	3%	6%	1	0.0%	484	-1.1	49	57	4%	11%
Clc1cccc(Nc2nc(-c3cccnc3)cs2)c1	i	-1%	6%	10%	-34	0.1%	688	17	38	58	-2%	22%
Cc1ccc(N(C(=O)c2ccn[nH]2)C(C(=O)NC2CCCC2)c2cccs2)cc1 (stereo not given)	i	-4%	nt	-4%	-12	-0.1%	670	3.4	16	30	17%	0%
CC1(C)CC(=O)C2(CC3=C(CC(C)(C)CC3=O)O2)C(=O)C1	i	-6%	14%	-3%	nt	-0.1%	nt	1.4	7	38	3%	5%
COc1ccc(/C=C/C(=O)OCC(=O)N2CC(=O)Nc3ccccc32)cc1	i	-4%	7%	-1%	-8	-0.4%	674	-0.1	3	54	14%	2%
O=C(OCc1nnc(-c2ccc(Cl)cc2)o1)c1ccc(O)cc1	i	0%	4%	10%	4	0.1%	715	2.2	59	34	-14%	5%
COc1ccc(Cl)cc1NC(=O)NCC1CCN(Cc2cc(C)ccc2C)CC1	i	-6%	6%	-13%	nt	0.0%	nt	4.6	17	76	14%	3%
N#Cc1c(N)n(-c2ccccc2N)c2nc3ccccc3nc12	i	-4%	9%	-10%	-7	0.3%	794	0.2	32	41	-4%	22%
CC(C)N(C(=O)Cn1cnc2cc([N+](=O)[O-])ccc2c1=O)C(C)C	i	-3%	nt	2%	27	0.0%	695	0.7	17	45	3%	-2%

# Bioassay records as filed in PubChem.
